Source: PubChem
EBI2 antag = EBI2 (human) antagonism; P32249; EBI2 beta-arrestin recruitment, luminescence, 7a,25-OHC stimulated; inhibition, % at 5 µM; actives 0.81% (n = 360,000); AID 651636; in the data active means inhibition above about 38%;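 further: enzyme fragment complementation signal reports receptor beta-arrestin coupling in cells; 0% = agonist plus DMSO wells and 100% = wells without agonist; some results beyond the cut were filed as inactive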
Target sequence (P32249 whole entry, looked up, the tested form may be a part): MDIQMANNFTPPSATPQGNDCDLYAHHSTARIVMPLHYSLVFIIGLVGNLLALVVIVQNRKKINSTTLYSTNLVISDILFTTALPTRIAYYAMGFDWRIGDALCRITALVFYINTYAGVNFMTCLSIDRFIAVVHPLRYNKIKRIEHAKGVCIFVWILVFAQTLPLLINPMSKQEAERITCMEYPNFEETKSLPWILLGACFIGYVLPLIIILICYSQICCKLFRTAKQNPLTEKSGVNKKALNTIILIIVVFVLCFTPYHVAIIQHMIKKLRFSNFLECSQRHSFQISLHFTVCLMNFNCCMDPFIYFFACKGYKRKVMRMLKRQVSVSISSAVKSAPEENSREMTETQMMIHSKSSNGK
Mdm2-MdmX inh = human Mdm2/MdmX binding inhibition; SaOS-2 split-luciferase Mdm2/MdmX complementation, luminescence; O15151+Q00987; actives 3% (n = 330,000); AID 485346; inhibition, % at 8 µM;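 active means inhibition of at least 50% at 8 µM in the primary screen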
Jurkat NFkB inh = inhibitors of the PMA/ionomycin-induced NF-kB reporter in Jurkat cells | PMA/ionomycin-induced NF-kB luciferase reporter, luminescence | actives 0.53% (n = 330,000) | AID 435003 | inhibition, % at 4 µM; in the data active means inhibition above about 50%
XBP1 UPR activ = adaptive UPR (XBP1) activation; actives 0.33% (n = 330,000); activation, % at 20 µM; CHO-XBP1 luciferase reporter, IRE1-XBP1 UPR activation, luminescence; percent of tunicamycin response, DMSO as zero;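 active means versus positive control, 20 µM dose yields 30% or more activation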;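 further: 100% = tunicamycin at 10 µg/mL and 0% = DMSO only wells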
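Material: CHO cell line with stable XBP1 luciferase reporter; buffer or medium: F12 medium containing 10% fetal bovine serum; compound: single point, 20 µM final compound, 1% DMSO; incubation: 6 h treatment, 37 °C; measured by: glow luminescence from Steady-Glo reagent; evaluation: activation, % of tunicamycin; control set: tunicamycin high, DMSO low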
CCR6 antag = blocks CCL20-driven beta-arrestin recruitment at human CCR6. P51684. CHO-K1 CCR6 PathHunter beta-arrestin, luminescence, CCL20-stimulated. inhibition, % at 20 µM. actives 0.49% (n = 340,000);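 active means compounds whose inhibition of the agonist-driven luminescence signal at 20 µM reaches about 50%, limit read from the data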;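 further: cells stimulated with CCL20 at 14 nM final; plate controls were DMSO with CCL20 for no effect and DMSO without agonist for full effect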
Target sequence (P51684 whole entry, looked up): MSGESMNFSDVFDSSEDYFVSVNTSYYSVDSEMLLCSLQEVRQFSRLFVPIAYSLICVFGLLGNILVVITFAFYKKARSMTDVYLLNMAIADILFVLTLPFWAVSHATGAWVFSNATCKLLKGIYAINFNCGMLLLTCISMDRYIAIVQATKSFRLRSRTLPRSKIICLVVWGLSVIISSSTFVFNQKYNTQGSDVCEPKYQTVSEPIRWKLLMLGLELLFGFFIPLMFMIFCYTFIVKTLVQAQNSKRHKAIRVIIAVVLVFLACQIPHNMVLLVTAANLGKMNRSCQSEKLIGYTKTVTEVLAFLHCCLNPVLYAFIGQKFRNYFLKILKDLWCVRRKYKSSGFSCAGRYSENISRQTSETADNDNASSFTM
697 NFkB inh = inhibitors of the PMA/ionomycin-induced NF-kB reporter in 697 B cells; actives 0.33% (n = 330,000); inhibition, % at 4 µM; 697 B-cell NF-kB luciferase reporter, 16 h; in the data active means inhibition above about 35%
CHOP UPR activ = activators of apoptotic arm of unfolded protein response (CHOP) | CHO-CHOP luciferase reporter, UPR activation, luminescence; percent of tunicamycin response over DMSO baseline | activation, % at 10 µM | actives 0.34% (n = 330,000);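 active means at 10 µM dose, activation of 40% or more, normalized to positive control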;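 further: 100% = tunicamycin at 10 µg/mL and 0% = DMSO alone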
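measured by = luciferase luminescence | assay system = CHO-CHOP cells, stable luciferase reporter of PERK-eIF2a-CHOP signalling | amount = 500 reporter cells seeded per well | timing = 6 h compound exposure at 37 °C after overnight seeding | controls = positive tunicamycin 10 µg/mL, negative DMSO alone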
CXCR6 inh = inhibitors of human CXCR6 receptor. O00574. CHO-K1 PathHunter CXCR6 beta-arrestin, luminescence. inhibition, % at 20 µM. actives 0.36% (n = 360,000); in the data active means inhibition above about 34%, passing the limit was not always enough;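 further: antagonist mode with CXCL16 agonist at 10 nM final; 0% = 10 nM CXCL16 with DMSO and 100% = unstimulated wells without agonist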
Gli-Sufu block = antagonists of Gli-Sufu signaling; Sufu-KO-LIGHT fibroblasts, Gli luciferase reporter luminescence; inhibition, % at 5 µM; actives 0.74% (n = 340,000);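 active means inhibition above about 55%, limit read from the data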;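 further: 0% = DMSO-treated cells and 100% = wells with medium but no cells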
An asterisk follows results filed as active; · = no result given.

entry	smiles	697 NFkB inh	EBI2 antag	CHOP UPR activ	CCR6 antag	XBP1 UPR activ
1	Cc1ccc(CNC(=O)C(NS(=O)(=O)c2cccs2)C(C)C)cc1 (stereo not drawn)	4	-10	-0.4	5	-3
2	Cc1ccc(CN2CCN(CC(=O)N3CCC(C(N)=O)CC3)C2=O)cc1	-7	-3	-0.6	7	1
3	COc1ccc(OCC(O)CNC(=O)Nc2cc(F)ccc2C)cc1 (stereo not drawn)	-3	29	-0.4	0	-1
4	CC(=O)c1c(C)nn(CC(=O)NC2CCCN(Cc3ccc(CC(C)C)cc3)C2)c1C (stereo not drawn)	2	4	0.0	3	-12
5	CC(=O)Nc1ccc(N2C(=O)C3C4C=CC(CC4)C3C2=O)cc1 (stereo not drawn)	10	-5	0.7	3	1
6	CCCn1c(SCC(=O)NCCCN2CCCC2=O)nc2ccccc2c1=O	9	-2	2.1	10	-3
7	COc1ccccc1-n1c(SCC(N)=O)nnc1-c1ccccc1	4	3	-0.2	-2	-1
8	Cc1ccccc1C(=O)NC1CCN(CC(=O)NC2CCCCC2)CC1	9	-8	2.5	10	-1

entry	Jurkat NFkB inh	CXCR6 inh	Gli-Sufu block	Mdm2-MdmX inh
1	5	-4	2	-13
2	-30	2	7	-43
3	-24	-1	-2	-17
4	12	-3	38	19
5	-9	2	-1	-7
6	1	11	0	28
7	5	-4	-10	16
8	5	3	8	17

Looked up by structure from the entries so far, three records:
entry	smiles	697 NFkB inh	EBI2 antag	CHOP UPR activ	CCR6 antag	XBP1 UPR activ
6	CCCn1c(SCC(=O)NCCCN2CCCC2=O)nc2ccccc2c1=O	9	-2	2.1	10	-3
3	COc1ccc(OCC(O)CNC(=O)Nc2cc(F)ccc2C)cc1 (stereo not drawn)	-3	29	-0.4	0	-1
7	COc1ccccc1-n1c(SCC(N)=O)nnc1-c1ccccc1	4	3	-0.2	-2	-1

entry	Jurkat NFkB inh	CXCR6 inh	Gli-Sufu block	Mdm2-MdmX inh
6	1	11	0	28
3	-24	-1	-2	-17
7	5	-4	-10	16

(listing goes on)
entry	smiles	697 NFkB inh	EBI2 antag	CHOP UPR activ	CCR6 antag	XBP1 UPR activ
9	CCc1nnc(NC(=O)c2cccc(S(=O)(=O)N3CC(c4ccccc4)CC3=O)c2)s1 (stereo not drawn)	12	-3	-0.5	2	1
10	CC(C)[C@H](NC(=O)c1cccc(S(=O)(=O)N2CCOCC2)c1)C(=O)NCc1ccc(F)cc1	-4	-1	-0.2	6	-3
11	Cc1ccc(SCc2c(C(=O)N/N=C/c3ccccc3)nnn2-c2nonc2N)cc1	-9	3	1.2	0	-1
12	O=C(O)CCCNC1=NCCC1	-14	2	-0.5	-1	-1
13	CN(C(=O)COC(=O)c1ccc(Br)c(S(=O)(=O)N2CCOCC2)c1)C1CCCCC1	-31	4	-0.5	12	-3
14	COc1ccc(CNC(=O)C/C(C)=N/NC(=O)Cc2ccc(OC)cc2)cc1	-46	-8	-1.6	-1	-1
15	Cc1ccc(Cl)c(OCC(=O)NCC(c2cccs2)N2CCOCC2)c1 (stereo not drawn)	-36	7	1.1	17	-2
16	COC(=O)CSc1nnc(CNC(=O)c2ccccc2F)n1-c1ccccc1	3	-8	-0.2	-4	1

entry	Jurkat NFkB inh	CXCR6 inh	Gli-Sufu block	Mdm2-MdmX inh
9	0	1	1	6
10	2	1	4	16
11	-8	-3	0	18
12	-24	-7	-9	4
13	2	-1	0	15
14	2	0	-4	5
15	5	-6	4	9
16	3	-4	4	-6

The listing continues.
entry	smiles	697 NFkB inh	EBI2 antag	CHOP UPR activ	CCR6 antag	XBP1 UPR activ
17	O=C(Nc1cccc(S(=O)(=O)NC2=NCCC2)c1)C1CCC1	9	-1	-0.8	-7	-2
18	Cc1cc(C)nc(NC(=O)CCN2C(=O)c3ccccc3S2(=O)=O)n1	6	-1	2.6	2	0
19	CCc1nccn1C(=O)c1cnn2c(C(F)F)cc(-c3ccc(C)cc3)nc12	13	3	39	28	1
20	COc1ccc(C(=O)Nc2cc(C)on2)c(OC)c1	-99	1	7.0	9	-3
21	CCCCCCN=C(C)C1=C(O)C(C(=O)OC)C(C)(C)CC1=O (stereo not drawn)	25	-6	-1.4	4	-5
22	COc1ccc2c(c1OC)C(=O)N(C(C)C(=O)O)C2=O (stereo not drawn)	12	-4	-2.0	-7	3
23	Cc1ccc(NC(=O)c2cccc(S(=O)(=O)N3CCc4ccccc4C3)c2)nc1	-33	1	-1.0	10	-3
24	Cc1c(-c2nc(-c3ccc(C(C)(C)C)cc3)no2)n(C)oc1=O	-418	-4	-7.7	-4	-6

entry	Jurkat NFkB inh	CXCR6 inh	Gli-Sufu block	Mdm2-MdmX inh
17	4	4	-4	16
18	9	0	-4	6
19	19	10	39	61*
20	-101	6	-11	-58
21	5	-4	-2	26
22	2	0	2	-10
23	-16	3	-2	-3
24	60*	-7	-134	-48

Next entries:
entry	smiles	697 NFkB inh	EBI2 antag	CHOP UPR activ	CCR6 antag	XBP1 UPR activ
25	NS(=O)(=O)c1ccc(CCNC(=O)CCc2nc3sc4c(c3c(=O)[nH]2)CCCC4)cc1	7	-4	-1.2	11	-1
26	COc1cc(NC(=S)Nc2cccnc2)cc(OC)c1OC	11	2	-0.5	12	-3
27	O=C1NC(=O)C(Cc2ccc(O)cc2)N1 (stereo not drawn)	·	0	·	-14	·
28	CC(=O)NS(=O)(=O)c1ccc(NC(=O)C2c3ccccc3Oc3ccccc32)cc1	-2	1	3.5	16	-1
29	CCOC(=O)c1ccc(N/C=C/C(=O)c2ccccc2)cc1	-99	2	3.1	6	-1
30	Cc1ccc(S(=O)(=O)CS(=O)(=O)c2ccc(C)cc2)cc1	·	-5	·	-11	·
31	Cc1c(NC(=O)c2cc(-c3ccc(F)cc3)nc3ccccc23)c(=O)n(-c2ccccc2)n1C	2	-5	-0.6	16	-1
32	CC(C)C(NC(=O)CN(c1cccc(F)c1)S(C)(=O)=O)C(C)C	4	1	-0.9	7	-4

entry	Jurkat NFkB inh	CXCR6 inh	Gli-Sufu block	Mdm2-MdmX inh
25	6	3	-18	10
26	-3	-3	2	20
27	·	-2	3	·
28	-2	1	-9	-15
29	-93	8	-106	-82
30	·	4	-30	·
31	0	10	-7	10
32	-1	3	3	-9

The list continues.
entry	smiles	697 NFkB inh	EBI2 antag	CHOP UPR activ	CCR6 antag	XBP1 UPR activ
33	COC(=O)CCC(=O)NC(=S)Nc1ccccc1F	-11	-11	0.9	4	0
34	Cc1nc(C)c(-c2ccn(C(=O)NC(C)C)n2)s1	-1	-5	0.1	-7	0
35	CN(C(=O)COC(=O)C1(C)CC1(Cl)Cl)c1c(N)n(Cc2ccccc2)c(=O)[nH]c1=O (stereo not drawn)	-2	5	-1.6	8	-1
36	COc1ccc(Cn2c(CCC(=O)O)nc3cccnc32)cc1	2	4	0.6	-7	-1
37	CC(Sc1ccc(Cl)cc1)C(=O)NCC(c1ccco1)N1CCCCC1 (stereo not drawn)	-36	0	-1.6	21	-2
38	C=CCN(C(=O)c1csnn1)C(C(=O)NCc1ccccc1)c1c(F)cccc1Cl (stereo not drawn)	3	1	1.2	9	-3
39	CCSC1=NCCN1C(=O)c1c(-c2ccccc2Cl)noc1C	-15	-5	-1.9	2	-1
40	CN(C)c1nc(Oc2ccc(=O)n(C)n2)nc(N2CCOCC2)n1	18	-19	-0.4	6	2

entry	Jurkat NFkB inh	CXCR6 inh	Gli-Sufu block	Mdm2-MdmX inh
33	-8	-5	-6	-2
34	14	3	-9	-6
35	-5	-2	-4	1
36	-5	1	-5	-9
37	-8	3	17	-11
38	4	1	-12	-2
39	8	3	-1	13
40	17	11	12	28

New compounds follow
entry	smiles	697 NFkB inh	EBI2 antag	CHOP UPR activ	CCR6 antag	XBP1 UPR activ
41	COC(=O)C[C@H]1c2cc(C(F)(F)F)ccc2S(=O)(=O)N1c1ccc(N(C)C)cc1	3	-2	2.0	8	0
42	COc1cc(OC)c2cc(C(=O)N/N=C/c3ccccc3O)[nH]c2c1	-16	17	-2.5	9	-1
43	CC(C)(C)[C@H]1C=C(C(=O)O)O[C@@H](OCCCCO)C1	9	-1	1.1	8	3
44	COc1cc2nc(CN(C)Cc3ccc(Cl)cc3)[nH]c(=O)c2cc1OC	0	28	1.1	3	-3
45	CCCN(C(=O)COC(=O)CNC(=O)c1ccc2ccccc2c1)c1c(N)n(Cc2ccccc2)c(=O)[nH]c1=O	16	-5	2.6	6	-1
46	CC(C)[N+](C)(C)CC#CC(O)(c1ccccc1)c1ccccc1	19	-8	0.0	-2	-1
47	Cc1cccc(N=Nc2cnc(N)s2)c1	-101	5	2.7	14	2
48	Cc1[nH]n(-c2ccccc2)c(=O)c1C(C[N+](=O)[O-])c1ccccc1Cl (stereo not drawn)	5	-8	1.9	37	-2

entry	Jurkat NFkB inh	CXCR6 inh	Gli-Sufu block	Mdm2-MdmX inh
41	8	3	4	-38
42	24	-9	26	73*
43	8	15	-5	6
44	14	0	-2	22
45	15	1	-11	-13
46	0	11	8	19
47	-5	-11	-63	25
48	-16	0	-11	10

New compounds follow
entry	smiles	697 NFkB inh	EBI2 antag	CHOP UPR activ	CCR6 antag	XBP1 UPR activ
49	Oc1ccccc1C1=Nc2ncnn2C(c2ccc(F)cc2)C1 (stereo not drawn)	16	3	-3.8	22	-2
50	CCc1ccc2c(COC(=O)C3CSC4(C)CCC(=O)N34)cc(=O)oc2c1 (stereo not drawn)	4	6	0.9	7	3
51	O=C(CN1C(=O)NC2(CCCC2)C1=O)Nc1ccccc1C(F)(F)F	14	7	0.3	1	1
52	C=CCn1c(COc2cccc3ccc(C)nc23)nnc1SCC(=O)O	-14	8	-0.7	13	1
53	CCc1ccc(-n2c(SCC(=O)Nc3cc(C)[nH]n3)nc3[nH]ncc3c2=O)cc1	13	-2	0.7	16	0
54	CCn1c(N2CCC(Cc3ccccc3)CC2)nc2c1c(=O)[nH]c(=O)n2C	-24	10	0.8	1	1
55	COC(=O)NCCOc1cc(C)ccc1C	-8	-9	-0.7	1	-4
56	COc1ccc(NC(=O)N(C)C[C@H]2Oc3ccc(NC(=O)Nc4ccc5c(c4)OCO5)cc3C(=O)N([C@H](C)CO)C[C@@H]2C)cc1	·	-1	·	13	·

entry	Jurkat NFkB inh	CXCR6 inh	Gli-Sufu block	Mdm2-MdmX inh
49	3	10	17	24
50	11	-5	5	4
51	-20	4	0	-5
52	-2	-3	3	5
53	11	-10	10	3
54	-9	1	18	23
55	3	-6	-1	-15
56	·	4	-14	·
